High-throughput results as filed in PubChem.
TCR activator: Activators of T cell receptors: qHTS campaign. primary human leukocytes, anti-CD3, IL-2 HTRF, 48 h. Potency, µM (doses to about 9.22 µM), for inactives: at the highest dose activation of IL-2 secretion, most hits filed as activators. 330,000 tested, under 10 active. AID 504894, 2011; note: % of control where 0% means no effect
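TCR engagement came from a-CD3 beads alone, with compounds added to primary human leukocytes for 48 hr. Secreted IL-2 bridged europium cryptate- and d2-labelled anti-IL-2 antibodies, giving FRET emission at 665nm after 320nm excitation.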
Tb PFK block: qHTS Assay to Find Inhibitors of T. brucei phosphofructokinase; ATP-dependent 6-phosphofructokinase (Trypanosoma brucei brucei), O15648; T. brucei PFK, ADP-Glo luminescence; Potency, µM (series often up to 57.5 µM), without a hit: top-dose activity, negative = inhibition, actives largely listed as inhibitors; 330,000 tested, 0.17% active; AID 485367, 2010;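 note: potency is the fitted concentration of half-maximal effect; 0% = uninhibited 1x PFK enzyme wells and -100% = no-enzyme wells; nearly all actives have a fitted effect of over 60% in size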
Target sequence (O15648 whole entry, looked up): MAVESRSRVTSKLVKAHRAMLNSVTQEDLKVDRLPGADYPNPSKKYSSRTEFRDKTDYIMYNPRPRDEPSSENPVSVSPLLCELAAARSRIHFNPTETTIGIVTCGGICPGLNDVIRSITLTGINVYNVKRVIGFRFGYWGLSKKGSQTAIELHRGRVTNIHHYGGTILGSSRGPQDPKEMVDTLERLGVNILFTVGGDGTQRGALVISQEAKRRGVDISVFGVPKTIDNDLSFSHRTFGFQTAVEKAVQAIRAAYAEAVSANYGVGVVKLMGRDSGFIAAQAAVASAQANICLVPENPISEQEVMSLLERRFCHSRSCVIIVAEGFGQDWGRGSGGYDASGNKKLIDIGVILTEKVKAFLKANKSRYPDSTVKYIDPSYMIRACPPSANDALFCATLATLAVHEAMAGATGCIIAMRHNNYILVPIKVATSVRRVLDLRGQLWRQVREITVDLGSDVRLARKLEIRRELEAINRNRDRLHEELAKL
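In TEA buffer at pH 8.0 with 5 mM MgCl2, enzyme (1.25 nM) converted F6P (0.5 mM) and ATP (0.1 mM) for 45 min at room temperature. ADP product was read by luciferase luminescence.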
Chronic BCR inh: qHTS Assay to Find Inhibitors of Chronic Active B-Cell Receptor Signaling; Potency, µM (doses to about 46.1 µM), without a hit: at the highest dose ratio change, negative = lower green/red ratio, most hits filed as inhibitors; 340,000 tested, 0.05% active; AID 493014, 2011; ABC-DLBCL IkBa-CBG/CBR reporter, luminescence ratio, 4 h; active = well fitted inhibition curve with a large enough effect in the signal ratio, with a control signal flat, not every such curve was filed as active; inconclusive = small, poorly fitted or top-dose-only effect, or effect the other way, or a change in a side signal; the % refers to the signal ratio;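 note: potency is the fitted concentration of half-maximal effect; plate controls were basal doxycycline-induced cells for no effect and cells given 10 µM MG132 for full effect; MG132 reads +100%, hits lower the ratio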
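Cell line TMD8 (human ABC DLBCL), stably expressing tet-inducible CBG68-IkBa fusion and CBR; IMDM/0.5% FBS; cpd up to 46 uM; dox induction, 4 h, 37C/5% CO2; dual luminescence; green/red ratio; MG132 control.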
S-ASM inh: Inhibitors of Secretory Acid Sphingomyelinase (S-ASM): qHTS. Sphingomyelin phosphodiesterase (Homo sapiens), P17405. placental ASM, HMU-PC fluorogenic substrate, 60 min. Potency, µM (highest dose often 57.5 µM), for the others: at the top dose activity change, negative = inhibition, hits mostly inhibitors. 340,000 tested, 0.006% active; note: potency is the fitted concentration of half-maximal effect
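Human placenta-derived ASM enzyme was preincubated with compound for 10 minutes at room temperature, then given fluorogenic substrate HMU-PC0 (9 uM final) for 60 minutes at 37 °C; a pH 10 stop preceded fluorescence reading at Ex 386/Em 447 nm.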
Eya2 phos inh: qHTS Assay for Inhibitors of the Phosphatase Activity of Eya2; Protein phosphatase EYA2 (Homo sapiens), O00167; recombinant Eya2, OMFP fluorescence dephosphorylation (OMFP is methylfluorescein phosphate); Potency, µM (highest dose often 76.9 µM), inactives show at the highest dose activity, negative = inhibition, usual class: inhibitors; 330,000 tested, 0.006% active; AID 488837, 2010; note: potency is the fitted concentration of half-maximal effect; % is set by controls: 0 for no effect and ±100 for the full control effect
Target sequence (O00167 whole entry, looked up): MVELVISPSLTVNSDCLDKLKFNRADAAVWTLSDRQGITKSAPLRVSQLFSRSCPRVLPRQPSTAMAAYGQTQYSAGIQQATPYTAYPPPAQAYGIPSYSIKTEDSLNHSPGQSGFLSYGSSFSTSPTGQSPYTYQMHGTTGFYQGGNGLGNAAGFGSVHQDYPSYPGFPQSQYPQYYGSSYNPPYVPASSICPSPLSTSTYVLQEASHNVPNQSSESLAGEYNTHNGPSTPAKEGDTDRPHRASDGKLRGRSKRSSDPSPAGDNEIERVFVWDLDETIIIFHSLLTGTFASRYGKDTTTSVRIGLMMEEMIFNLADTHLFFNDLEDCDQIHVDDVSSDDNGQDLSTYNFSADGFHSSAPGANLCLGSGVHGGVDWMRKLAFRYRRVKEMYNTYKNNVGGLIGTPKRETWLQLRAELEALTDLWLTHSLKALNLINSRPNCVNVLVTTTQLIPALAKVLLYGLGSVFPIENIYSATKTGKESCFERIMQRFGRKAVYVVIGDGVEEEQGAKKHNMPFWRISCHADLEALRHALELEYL
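Eya2 (0.2 uM) preincubated 10 min at ambient with compound, then OMFP substrate added at 50 uM; 10 min reaction in 50 mM HEPES pH 7.5, 50 mM NaCl, 5 uM MgCl2, 0.05% BSA, 1 mM DTT. Fluorescence read at Ex 485/Em 525 nm.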
A-T KAP1 phos: qHTS Assay for Identifying a Potential Treatment of Ataxia-Telangiectasia. […] A-T fibroblasts, KAP-1 phosphorylation AlphaLISA; neocarzinostatin DNA damage 30 min before lysis. Potency, µM (doses to about 57.5 µM), for inactives: at the top dose activation, hits mostly activators. 320,000 tested, 0.19% active; note: potency is the fitted concentration of half-maximal effect; % of control where 0% means no effect; nearly all actives have a fitted effect of over 45% in size
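ATM-like activity read as KAP-1 phosphorylation via AlphaLISA donor/acceptor antibody pairs after lysis and 6 hr at 25C. Cells were ATM-null patient fibroblasts ([…], hTERT), dosed 60 min, then exposed to the DSB inducer NCS for 30 min.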
Mito fusion act: qHTS Assay for Small Molecule Inhibitors of Mitochondrial Division or Activators of Mitochondrial Fusion. S. cerevisiae fusion-defective mutant growth rescue, CellTiterGlo 48 h. Potency, µM (highest dose often 46.1 µM), inactives show at the top dose growth rescue (activation), usual class: activators. 320,000 tested, 0.23% active. AID 485298, 2010;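 note: potency is the fitted concentration of half-maximal effect; % of control where 0% means no effect; nearly all actives have a fitted effect of over 45% in size; temperature-sensitive fusion mutants such as fzo1-1 at 37 °C on non-fermentable ethanol glycerol medium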
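Temperature-sensitive fusion-defective S. cerevisiae (e.g. fzo1-1, mgm1-5) were grown with compound in YPEG medium (3% ethanol, 3% glycerol) for 48 hours at 37C. Growth rescue was measured as viability by CellTiterGlo luminescence after 10 minutes at ambient.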
TSHR antag: Antagonists of the Thyroid Stimulating Hormone Receptor: HTS campaign; TSHR-expressing cells, TSH-stimulated cAMP HTRF, 2 h; stronger effect = lower value; Thyrotropin receptor (Homo sapiens), P16473; AID 504810, 2011; 330,000 tested, 0.2% active; activity change, negative = inhibition, % at 11.5 µM;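 active = activity change below a set negative limit, meaning inhibition stronger than a set level, cut at about -70% in these data; inconclusive = activity change between two set negative limits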; note: % is set by controls: 0 for no effect and ±100 for the full control effect
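Competitive HTRF cAMP read-out (cryptate anti-cAMP antibody, cAMP-d2; 30 min, room temperature) in freshly harvested TSHR cells. Compounds added before TSH at EC80 (4nM final), followed by 2 hours' incubation at 37 deg C.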
a7 integrin act: qHTS for Activators of Integrin-Mediated Alleviation for Muscular Dystrophy; alpha7betagal myoblasts, beta-gal FDG fluorescence, 48 h; AID 624291, 2012; Potency, µM (titrated, usually from 38.3 µM), for the others: at the top dose activation, usual class: activators; 350,000 tested, 0.064% active;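 note: potency is the fitted concentration of half-maximal effect; 100% = response of the positive control SU9516; nearly all actives have a fitted effect of over 60% in size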
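alpha7betagal+/- myoblasts (passage 13, 250/well) treated 48 h at 37C with compounds at 1:260 dilution of DMSO stock. Lysed, then beta-galactosidase activity read as FDG fluorescence (ex 480/em 540) after 30 min, with pre-read for autofluorescence.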
ELG1 repair inh: qHTS screen for small molecules that inhibit ELG1-dependent DNA repair in human embryonic kidney (HEK293T) cells expressing luciferase-tagged ELG1; HEK293T ELG1-luciferase reporter, luminescence, 16 h; DNA damage induced by 5-fluorouridine; Potency, µM (series often up to 46.1 µM), inactives show top-dose activity change, negative = inhibition, actives largely listed as inhibitors; 330,000 tested, 2.3% active; AID 504467, 2011; note: potency is the fitted concentration of half-maximal effect; % is set by controls: 0 for no effect and ±100 for the full control effect; nearly all actives have a fitted effect of over 55% in size
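Step one: seed 2,000 cells per well. Step two: pin-transfer compound or DMSO alongside 5-fluorouridine. Step three: incubate 16 hr, 37 °C, 5% CO2. Step four: add ONE-Glo, wait 30 min, read luminescence.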
PTAP TSG101 blk: qHTS Assay for Iinhibitors of HIV-1 Budding by Blocking the Interaction of PTAP/TSG101. Tumor susceptibility gene 101 protein (Homo sapiens), Q99816. Fluorescence polarization, FITC-PTAP peptide / Tsg101 binding. Potency, µM (titrated, usually from 115 µM), for the others: top-dose activity change, negative = inhibition, most hits filed as inhibitors. 340,000 tested, under 10 active. AID 493005, 2010; active = well fitted inhibition curve with a large enough effect in the main read-out, with a control signal flat, not every such curve was filed as active; inconclusive = small, poorly fitted or top-dose-only effect, or effect the other way, or a change in a side signal; inactive = no such curve, though single readings can be large or run the other way; note: potency is the fitted concentration of half-maximal effect; % of control where 0% means no effect
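Fluorescence polarization binding of Tsg101 binding domain (10 uM final) to FITC-labeled PTAP peptide (50 nM final) in HEPES pH 7.5 buffer with NaCl, Tween 20, EDTA, TCEP. Compounds added before peptide; binding 20 min at RT.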
Numbers without * were called inactive; [ ] = another dose, or the depositor's remark. Unless noted, calls come from the whole dose curve; as a rule, active = well fitted curve in the direction sought with a large enough effect; inconclusive = small, poorly fitted or top-dose-only effect, or another doubt; inactive = no such curve, though single readings can be large; an effect the other way counts as inactive or inconclusive.

Screening O=C(CCNC(=O)c1ccc(Br)cc1)NCC1CCCO1 (configuration not stated) returned TCR activator -1.0%, Tb PFK block 1.5%, Chronic BCR inh 4.3%, S-ASM inh -1.4%, Eya2 phos inh -5.0%, A-T KAP1 phos -0.5%, Mito fusion act -11.2%, TSHR antag 8.5, a7 integrin act -4.3%, ELG1 repair inh 24.5% and PTAP TSG101 blk -0.3%.
`CCCCNC(=O)CCCCC(=O)N/N=C/c1ccccc1Cl` gave TCR activator 14.7%[46.1 µM], Tb PFK block 0.4%, Chronic BCR inh -2.1%, S-ASM inh 2.0%, Eya2 phos inh -6.2%, A-T KAP1 phos -5.3%, Mito fusion act -0.1%, TSHR antag 12.6, a7 integrin act -21.1%, ELG1 repair inh 6.3% and PTAP TSG101 blk -0.2%.
`COc1ccc(NC(=O)c2cccc(N3C(=O)C4C5C=CC(C5)C4C3=O)c2)cc1` (configuration not stated) gave TCR activator -0.3%, Tb PFK block 0.1%, Chronic BCR inh inconclusive, S-ASM inh 2.4%, Eya2 phos inh -8.5%, A-T KAP1 phos 11.5%, Mito fusion act 2.5%, TSHR antag 1.3, a7 integrin act 18.8% and ELG1 repair inh -8.0%.
Screening CC(C)C(=O)c1cn(CC(=O)NCC2CCCO2)c2ccccc12 (configuration not stated) returned TCR activator -0.3%, Tb PFK block 2.3%, Chronic BCR inh 0.9%, S-ASM inh -1.9%, Eya2 phos inh -4.2%, A-T KAP1 phos 1.1%, Mito fusion act 0.4%, TSHR antag 4.2, a7 integrin act -10.0%, ELG1 repair inh 4.8% and PTAP TSG101 blk -8.3%.
For O=C1/C(=C/Nc2cccc([N+](=O)[O-])c2)CCc2ccccc21 the results were TCR activator -3.5%[46.1 µM], Tb PFK block -1.6%, Chronic BCR inh -7.8%, S-ASM inh -8.2%, Eya2 phos inh 1.3%, A-T KAP1 phos -5.4%, Mito fusion act 0.5%, TSHR antag 0.7, a7 integrin act -39.9%, ELG1 repair inh inconclusive and PTAP TSG101 blk -0.7%.
For CCOC(=O)C1CCN(C(=O)c2cc(S(=O)(=O)N3CCCCCC3)ccc2OC)CC1 the results were TCR activator 4.8%, Tb PFK block -3.9%, Chronic BCR inh -8.4%, S-ASM inh 1.4%, Eya2 phos inh -33.8%, Mito fusion act 9.9%, TSHR antag 36.8, a7 integrin act inconclusive, ELG1 repair inh 0.0% and PTAP TSG101 blk -0.1%.
For COc1ccccc1-c1nnc(SCC(=O)NC2CC2)n1C the results were TCR activator 3.9%, Tb PFK block 0.6%, Chronic BCR inh -1.4%, S-ASM inh 4.4%, Eya2 phos inh inconclusive, A-T KAP1 phos -4.5%, Mito fusion act -3.8%, TSHR antag 1.2, a7 integrin act 28.4%, ELG1 repair inh inconclusive and PTAP TSG101 blk -10.3%.
`COc1cc2c(cc1OC)CN(CC(O)c1ccccc1)CC2` (configuration not stated) gave TCR activator -1.8%, Tb PFK block 3.6%, Chronic BCR inh 5.1%, S-ASM inh 162.7%[activator], Eya2 phos inh 6.9%, A-T KAP1 phos -1.9%, Mito fusion act 0.3%, TSHR antag -3.7, a7 integrin act -18.1%, ELG1 repair inh 2.8% and PTAP TSG101 blk -3.2%.
Screening CCOC(=O)/C(N=Nc1ccc(Cl)cc1)=C(/O)c1ccc([N+](=O)[O-])cc1 returned TCR activator -2.8%, Tb PFK block 2.4%, Chronic BCR inh -12.5%, S-ASM inh -2.4%, Eya2 phos inh inconclusive, A-T KAP1 phos -0.9%, Mito fusion act -0.3%, TSHR antag -6.1, a7 integrin act -10.5%, ELG1 repair inh -2.6% and PTAP TSG101 blk -3.2%.
CCOC(=O)Cn1nc(NC(=O)c2ccc(C(=O)OC)cc2)cc1C was read as TCR activator 13.4%, Tb PFK block -2.0%, Chronic BCR inh -0.2%, S-ASM inh 0.5%, Eya2 phos inh 1.8%, A-T KAP1 phos -12.8%, Mito fusion act -3.5%, TSHR antag 11.2, a7 integrin act 8.5%, ELG1 repair inh 25.3% and PTAP TSG101 blk -0.9%.
CCCCNS(=O)(=O)c1ccc2nc(-c3cccnc3)cc(C(=O)NC3CCCC3)c2c1 was read as TCR activator 6.6%, Tb PFK block -1.4%, Chronic BCR inh inconclusive, S-ASM inh -2.3%, Eya2 phos inh 11.5%, A-T KAP1 phos -4.5%, Mito fusion act -4.3%, TSHR antag -14.0, a7 integrin act 8.9%, ELG1 repair inh 0.0% and PTAP TSG101 blk 0.1%.
`COc1ccc2c(c1OC)C(=O)N(c1nc(SC)n[nH]1)C2=O` gave Tb PFK block 0.2%, Chronic BCR inh 7.0%, S-ASM inh 5.1%, Eya2 phos inh inconclusive, A-T KAP1 phos 1.6%, Mito fusion act -1.2%, TSHR antag -11.7, a7 integrin act 2.7%, ELG1 repair inh 5.3% and PTAP TSG101 blk -10.0%.
For Cc1ccccc1C(=O)N(CC(=O)Nc1sc(C)c(C)c1C(N)=O)C1CCCC1 the results were TCR activator 10.7%, Tb PFK block 2.6%, Chronic BCR inh inconclusive, S-ASM inh -0.3%, Eya2 phos inh -8.6%, A-T KAP1 phos 1.9%, Mito fusion act 3.8%, TSHR antag -3.0, a7 integrin act 14.6%, ELG1 repair inh -24.5% and PTAP TSG101 blk 1.4%.
Cc1nnc(NC(=O)CSc2ncc(-c3ccccc3)[nH]2)s1 was read as TCR activator 5.2%, Tb PFK block 0.2%, Chronic BCR inh 10.2%, S-ASM inh -2.7%, Eya2 phos inh 12.2%, A-T KAP1 phos 16.9%, Mito fusion act 5.7%, TSHR antag -5.2, a7 integrin act 4.4%, ELG1 repair inh 5.4% and PTAP TSG101 blk -6.6%.
For COc1ccc(CCC(=O)NCCc2ccc(Cl)cc2)cc1 the results were TCR activator -5.7%, Tb PFK block inconclusive, Chronic BCR inh -15.7%, S-ASM inh -2.3%, Eya2 phos inh 3.4%, A-T KAP1 phos 11.9%, Mito fusion act -4.2%, TSHR antag 7.7, a7 integrin act 2.6%, ELG1 repair inh -3.9% and PTAP TSG101 blk 1.7%.
`NS(=O)(=O)c1ccc(NC(=O)COC(=O)c2ccc3c(c2)OCCO3)cc1` gave TCR activator 5.7%, Tb PFK block 2.3%, Chronic BCR inh 0.5%, S-ASM inh -0.3%, Eya2 phos inh -8.2%, A-T KAP1 phos -0.5%, Mito fusion act 8.9%, TSHR antag -4.0, a7 integrin act 0.0%, ELG1 repair inh 8.6% and PTAP TSG101 blk -0.7%.
Screening CCCC(C)NC(=O)Cc1ccc(S(=O)(=O)N2CCOCC2)s1 (configuration not stated) returned TCR activator 1.2%, Tb PFK block -4.7%, Chronic BCR inh -6.0%, S-ASM inh 7.6%, Eya2 phos inh 9.6%, A-T KAP1 phos -2.3%, Mito fusion act -0.8%, TSHR antag -0.5, a7 integrin act -7.3%, ELG1 repair inh -3.5% and PTAP TSG101 blk -0.3%.
O=C(NN=C(Cc1ccccc1)Cc1ccccc1)C1CC1 was read as TCR activator -2.0%, Tb PFK block 2.3%, Chronic BCR inh -9.8%, S-ASM inh -2.6%, Eya2 phos inh 7.3%, A-T KAP1 phos 5.2%, Mito fusion act -10.0%, TSHR antag -0.5, a7 integrin act -47.0%[inhibitor], ELG1 repair inh -8.1% and PTAP TSG101 blk -0.2%.

This is a random part of the collection; 3.2% or so of the library scored in one or more.
